Compound activity from PubChem BioAssay.
B2AR arrestin – beta2AR (human) beta-arrestin recruitment activity; P07550; beta-arrestin recruitment to beta2AR, cell-based reporter; Potency, µM (series often up to 46.1 µM), for the others: at the highest dose activation, most hits filed as activators; 0.02% of 330,000 active; AID 492947;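 note: potency is the fitted concentration of half-maximal effect; 0% = DMSO controls and full agonism = EC100 isoproterenol or metaproterenol; nearly all actives have a fitted effect of over 65% in size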
uPA surface inh – cell surface uPA generation inhibition. cell surface uPA generation assay, qHTS. Potency, µM (doses to about 38.3 µM), inactives show top-dose activity change, negative = inhibition, hits mostly inhibitors. 0.31% of 330,000 active. AID 540303; active = well fitted inhibition curve with a large enough effect; inconclusive = small, poorly fitted or top-dose-only effect; inactive = no such curve, though single readings can be large or run the other way; tested in mouse RAW 264.7 cells; note: potency is the fitted concentration of half-maximal effect; nearly all actives have a fitted effect of over 55% in size
Coupling enz – inhibits coupling enzyme system, counter-screen for aldolase hits | 0.67% of 290,000 active | AID 2472 | activity change, negative = inhibition, % at 58.2 µM, hits read low | coupling enzyme system counterscreen, AmpLite Red fluorescence; in the data active = activity change below about -30%
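Activity here indicates interference with the coupling reaction, not aldolase inhibition. Compounds at 57.5 uM final met coupling enzymes for 10 min at RT; substrate and AmpLite Red detection followed, with a 525/598 nm fluorescence read after 20 min.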
USP2a inh – blocks human ubiquitin-specific protease USP2a; O75604; USP2 core, Ub-CHOP2 coupled fluorogenic reporter, 485/531; Potency, µM (doses to about 38.3 µM), for inactives: at the top dose activity change, negative = inhibition, actives largely listed as inhibitors; 0.01% of 330,000 active; AID 463254;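 note: potency is the fitted concentration of half-maximal effect; plate controls were DMSO wells for no effect and full inhibition by NEM control for full effect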
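Cell-free coupled assay: 10nM USP2 core preincubated 30min RT with compound in Tris-HCl pH 8.0/CaCl2/CHAPS buffer, then 25nM Ub-CHOP2 and 25nM reporter substrate; fluorescence (Ex 485/Em 531) read after 60min RT, normalized to NEM inhibition, concentration-response curves fitted.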
hERG WT inh – KCNH2 (human, wildtype) channel inhibition | Q12809 | U2OS, BacMam KCNH2, thallium flux FluxOr; active compounds read low | activity change, % at 1.84 µM | 0.37% of 340,000 active;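 active = maximum activity change below -70%; inconclusive = maximum activity change between -70% and -50%; inactive = maximum activity change above -50%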
Target sequence (Q12809 whole entry, looked up): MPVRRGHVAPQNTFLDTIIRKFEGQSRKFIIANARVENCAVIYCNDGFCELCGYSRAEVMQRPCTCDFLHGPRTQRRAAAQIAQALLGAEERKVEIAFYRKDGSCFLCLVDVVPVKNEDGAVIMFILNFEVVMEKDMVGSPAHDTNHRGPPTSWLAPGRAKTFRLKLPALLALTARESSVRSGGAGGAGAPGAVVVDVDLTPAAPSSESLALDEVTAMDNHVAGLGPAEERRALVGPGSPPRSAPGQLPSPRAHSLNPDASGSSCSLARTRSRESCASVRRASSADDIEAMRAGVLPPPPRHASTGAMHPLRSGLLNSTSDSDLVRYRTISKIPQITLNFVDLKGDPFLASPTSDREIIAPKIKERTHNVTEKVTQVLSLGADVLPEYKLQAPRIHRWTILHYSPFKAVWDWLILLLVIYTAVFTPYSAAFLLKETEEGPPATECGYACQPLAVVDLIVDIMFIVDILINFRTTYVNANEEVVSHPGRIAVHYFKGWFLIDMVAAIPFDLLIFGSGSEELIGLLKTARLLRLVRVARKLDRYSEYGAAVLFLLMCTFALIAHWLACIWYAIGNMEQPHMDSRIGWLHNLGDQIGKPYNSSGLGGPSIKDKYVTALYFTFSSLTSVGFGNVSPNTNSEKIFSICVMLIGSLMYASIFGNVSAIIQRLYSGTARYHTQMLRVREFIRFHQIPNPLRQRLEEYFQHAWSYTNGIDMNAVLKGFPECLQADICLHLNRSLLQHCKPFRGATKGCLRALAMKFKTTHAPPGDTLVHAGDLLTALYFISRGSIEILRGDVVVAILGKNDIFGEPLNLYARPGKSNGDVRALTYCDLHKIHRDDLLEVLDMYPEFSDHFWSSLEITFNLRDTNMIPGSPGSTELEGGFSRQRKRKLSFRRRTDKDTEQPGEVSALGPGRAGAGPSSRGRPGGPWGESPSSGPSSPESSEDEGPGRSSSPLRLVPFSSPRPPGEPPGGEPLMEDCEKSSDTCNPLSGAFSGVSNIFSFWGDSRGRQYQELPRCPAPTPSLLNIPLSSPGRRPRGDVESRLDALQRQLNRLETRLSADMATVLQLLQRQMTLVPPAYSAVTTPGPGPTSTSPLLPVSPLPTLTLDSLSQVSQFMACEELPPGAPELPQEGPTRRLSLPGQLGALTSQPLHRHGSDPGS
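U2OS cells transduced with wild-type KCNH2 virus are loaded with FluxOr dye for 45 min, and thallium flux is measured in kinetic reads before and after stimulation buffer. Rate constants are normalized to DMSO controls.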
KCNH2 3.1 block – KCNH2 3.1 (human) potassium channel inhibition. activity change, % (tested at about 1.8 µM). U2OS KCNH2 3.1, thallium flux FluxOr; active compounds read low. AID 720553. 0.95% of 340,000 active;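 active = maximum activity change below -70%; inconclusive = maximum activity change from -70% to -50%; inactive = maximum activity change above -50%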;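 note: thallium influx rate constant from kinetic fluorescence after stimulation buffer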
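Channel expression came from 3.1 mutant virus (1.77 x 10^8 /mL) applied to suspended U2OS cells for 4 h. Flux was tracked with FluxOr dye plus Red40 quencher, and kinetic rate constants normalized to controls.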
PKM2 act – PKM2 (human) enzyme activation; purified PKM2, Kinase-Glo ATP luminescence, activation; response scale: 0% is enzyme alone, no compound; Potency, µM (highest dose often 57.5 µM), for the others: at the top dose activation, most hits filed as activators; 0.34% of 260,000 active; AID 1631; note: potency is the fitted concentration of half-maximal effect; nearly all actives have a fitted effect of over 55% in size
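ATP formation by purified human PK-M2, quantified via coupled luciferase luminescence after 1 h at room temperature with 0.1 mM ADP and 0.5 mM PEP final.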
Chronic BCR inh – blocks chronic active B-cell receptor signaling. 0.05% of 340,000 active. ABC-DLBCL IkBa-CBG/CBR reporter, luminescence ratio, 4 h. Potency, µM (titrated, usually from 46.1 µM), for the others: at the top dose ratio change, negative = lower green/red ratio, hits mostly inhibitors; active = well fitted inhibition curve with a large enough effect in the signal ratio, with a control signal flat, not every such curve was filed as active; inconclusive = small, poorly fitted or top-dose-only effect, or effect the other way, or a change in a side signal; the % refers to the signal ratio;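 note: potency is the fitted concentration of half-maximal effect; plate controls were basal doxycycline-induced cells for no effect and cells given 10 µM MG132 for full effect; MG132 reads +100%, hits lower the ratio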
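Compounds up to 46 uM were incubated four hours with TMD8 cells whose green CBG68 luciferase is fused to IkappaBalpha; red CBR luminescence normalised the signal, and concentration-effect curves were fitted to fusion, red and ratio data.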
Giardia kill – Giardia lamblia killing; 0.15% of 340,000 active; Giardia lamblia trophozoite viability; activity change, % at 7.66 µM, hits read low; in the data active = activity change below about -80%; inconclusive = between about -30% and that limit;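 note: parasites exposed to compound for two days anaerobically before the ATP read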
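Media and compound were dispensed first, then trophozoites at 100 cells/well; plates sat 48 hrs at 37 deg C without oxygen before ATP luminescence reagent was added and read after 15-30 min at room temperature.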
Eya2 inh – inhibitors of human Eya2 phosphatase activity. O00167. recombinant Eya2, OMFP fluorescence dephosphorylation (OMFP is methylfluorescein phosphate). Potency, µM (highest dose often 76.9 µM), inactives show top-dose activity, negative = inhibition, actives largely listed as inhibitors. 0.006% of 330,000 active. AID 488837; note: potency is the fitted concentration of half-maximal effect
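Eya2 protein (added as 0.2 uM solution) was preincubated with compound for 10 min at ambient temperature in 50 mM HEPES pH 7.5, 50 mM NaCl, 5 uM MgCl2, 0.05% BSA, 1 mM DTT. OMFP (added at 50 uM) then reacted 10 min; fluorescence read at 485/525 nm.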
GALK inhibitor – inhibitors of human galactokinase; Potency, µM (series often up to 57.5 µM), inactives show top-dose activity change, negative = inhibition, hits mostly inhibitors; P51570; Purified GALK, Kinase-Glo residual ATP luminescence; 0.007% of 270,000 active; note: potency is the fitted concentration of half-maximal effect
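Luminescence from leftover ATP (Ultra-Glo luciferase/luciferin) served as read-out after a 1 h room-temperature reaction of 5 nM GALK with 35 uM ATP and 100 uM galactose.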
The depositor's hits bear a star; ? = inconclusive; . = not tested or not shown. Unless noted, calls come from the whole dose curve; as a rule, active = well fitted curve in the direction sought with a large enough effect; inconclusive = small, poorly fitted or top-dose-only effect, or another doubt; inactive = no such curve, though single readings can be large; an effect the other way counts as inactive or inconclusive. Unless noted, % is set by controls: 0 for no effect and ±100 for the full control effect. Random draw from the library; about 2.4% have a hit in one of these screens.

SMILES	B2AR arrestin	uPA surface inh	Coupling enz	USP2a inh	hERG WT inh	KCNH2 3.1 block	PKM2 act	Chronic BCR inh	Giardia kill	Eya2 inh	GALK inhibitor
Cc1cc(-c2ccccc2)nc(N/N=C/c2ccco2)n1	-4.0%	.	1	-2%	1	-3	1%	?	6	-18%	3%
C=CCN1C=CC(=CC=C(C#N)C#N)C=C1	3.4%	-1%	-1	?	-10	-3	3%	0%	-1	18%	-3%
CC(C)(C)c1ccc(C(=O)N/C(=C/c2cccs2)C(=O)NCc2ccco2)cc1	-1.3%	-1%	-1	5%	-17	1	2%	-2%	-8	-4%	0%
O=C(Cc1cccc(C(F)(F)F)c1)N1CCCC1	-0.2%	-3%	4	2%	-6	-5	.	2%	-10	9%	-3%
CCc1ccc(C2CC(c3ccc(C)cc3)Nc3nc(N)nn32)cc1 (stereo unspecified)	-0.2%	6%	-1	1%	-4	3	2%	-2%	-5	1%	-2%
Cc1ccc(-c2cc3nc(-c4ccccc4)cc(N)n3n2)cc1	0.2%	2%	-1	0%	27	6	0%	?	-7	-18%	1%
CCOC(=O)N1CCN(Cc2cc(=O)oc3cc4c(cc23)CCC4)CC1	-0.3%	0%	-3	-6%	-7	5	5%	0%	-22	-15%	-1%
NS(=O)(=O)c1ccc(NC(=O)COC(=O)CCCN2C(=O)c3cccc4cccc(c34)C2=O)cc1	-0.6%	0%	.	0%	0	-9	.	?	3	-16%	.
O=C(Nc1ccc2c(c1)OCO2)Nc1ccc2c(c1)OCO2	0.0%	-12%	-4	6%	-3	-4	-8%	-12%	-14	6%	1%
CC(NC(=O)C(=O)N1CCOCC1)C(c1cccs1)N1CCN(c2ccccc2)CC1 (stereo unspecified)	0.0%	1%	.	-5%	7	9	.	-1%	28	-6%	0%
COCCN(CC(=O)NC1CCCCC1)C(=O)CCCC(=O)Nc1ccccn1	0.0%	11%	4	8%	-1	-9	1%	4%	-23	8%	-3%
O=C(c1ccc(Br)cc1)N1CCN(Cc2ccccc2)CC1	0.4%	-2%	0	0%	28	-2	1%	0%	5	-4%	-2%
COc1cccc(CNC(=O)c2cc(S(=O)(=O)N3CCCC3)cn2C)c1	0.6%	-3%	-4	2%	13	-4	6%	7%	-14	-5%	.
CC(=O)Nc1ccccc1-c1nc2ccccc2nc1OCC(=O)c1ccc(Cl)cc1	-0.5%	3%	4	3%	1	-16	7%	6%	18	-4%	1%
O=C(Nc1cccc2ccccc12)C1CCCC1	-0.9%	-13%	-1	1%	5	-2	-29%	3%	13	5%	3%
O=C1CCN(CCc2ccccc2)CCN1[C@H](COc1ccccc1)Cc1ccccc1	0.4%	10%	0	-10%	-257*	-100*	3%	3%	6	-5%	.
O=C(Nc1ccc(Cl)cc1)C1CCN(C(=O)NC2CCCCC2)CC1	-0.2%	-1%	.	0%	-1	0	-3%	7%	-6	-6%	-3%
O=C(N/N=C/c1coc2ccccc2c1=O)c1cn(-c2ccccc2)nc1-c1ccc(F)cc1	-0.9%	-4%	-1	1%	7	-13	2%	-2%	-13	-4%	0%
COc1ccc(C(=O)NCCc2c[nH]c3ccccc23)cc1	0.3%	-3%	0	0%	9	-6	-13%	-11%	-9	-2%	-3%
O=C1CN2Cc3c(ccc(Cl)c3Cl)N=C2N1	.	-2%	-1	.	-15	0	.	.	5	.	.
COc1ccc2c(c1)[n+](=O)c(C(C)=O)c(C)n2[O-]	0.3%	-5%	-29	-1%	0	-4	12%	?	?	5%	2%
COc1ccc(C(=O)CC(=O)C(=O)Nc2ccccc2C(F)(F)F)cc1	2.7%	-10%	0	0%	4	-14	.	0%	9	-17%	5%
Cn1cc(C(=O)N/N=C/c2cccs2)c2ccccc21	0.3%	-11%	-6	3%	-2	-3	-9%	?	-7	-14%	0%
CC1CCN(CCOc2ccc(OCc3ccccc3)cc2)CC1	-0.2%	-6%	1	-5%	12	?	-12%	-3%	-1	4%	0%
O=C1NN=COc2ccccc21	-1.9%	0%	1	2%	0	-4	7%	-9%	12	3%	1%
O=C(CSc1nc2scc(-c3ccccc3)c2c(=O)[nH]1)Nc1ccccc1	-0.4%	-9%	.	1%	-8	8	0%	-17%	1	5%	5%
O=C(Nc1nn[nH]n1)c1cccc([N+](=O)[O-])c1	-1.0%	1%	6	7%	-9	-7	0%	1%	-4	3%	-3%
O=C(c1ccco1)N1CCN(S(=O)(=O)c2ccc(S(=O)(=O)NC3CCCCC3)cc2)CC1	-0.5%	9%	3	2%	12	5	7%	1%	-1	1%	4%
O=C(COC(=O)c1cncc(Br)c1)NCc1ccccc1Cl	0.5%	.	0	1%	-4	-4	0%	-3%	-8	16%	7%
COc1cc(C(c2c(C)[nH][nH]c2=O)c2c(C)[nH][nH]c2=O)cc(OC)c1OC	-0.2%	-5%	-12	0%	-11	2	1%	?	13	-8%	0%

Pulled by compound from the list above:
SMILES	B2AR arrestin	uPA surface inh	Coupling enz	USP2a inh	hERG WT inh	KCNH2 3.1 block	PKM2 act	Chronic BCR inh	Giardia kill	Eya2 inh	GALK inhibitor
O=C(COC(=O)c1cncc(Br)c1)NCc1ccccc1Cl	0.5%	.	0	1%	-4	-4	0%	-3%	-8	16%	7%
CC(NC(=O)C(=O)N1CCOCC1)C(c1cccs1)N1CCN(c2ccccc2)CC1 (stereo unspecified)	0.0%	1%	.	-5%	7	9	.	-1%	28	-6%	0%
NS(=O)(=O)c1ccc(NC(=O)COC(=O)CCCN2C(=O)c3cccc4cccc(c34)C2=O)cc1	-0.6%	0%	.	0%	0	-9	.	?	3	-16%	.
O=C(Cc1cccc(C(F)(F)F)c1)N1CCCC1	-0.2%	-3%	4	2%	-6	-5	.	2%	-10	9%	-3%

Next compounds.
SMILES	B2AR arrestin	uPA surface inh	Coupling enz	USP2a inh	hERG WT inh	KCNH2 3.1 block	PKM2 act	Chronic BCR inh	Giardia kill	Eya2 inh	GALK inhibitor
O=C(OCN1C(=O)c2ccccc2C1=O)c1cc(S(=O)(=O)N2CCOCC2)ccc1F	-0.1%	2%	.	-1%	-35	8	.	4%	-5	-1%	.
O=C(CCn1cccc(C(F)(F)F)c1=O)Nc1cccc(C(F)(F)F)c1	0.0%	4%	-1	2%	6	8	7%	-3%	-13	1%	-1%
Cc1ccccc1C(=O)N/N=C1\SCC(=O)N1Cc1ccco1	-0.1%	0%	7	3%	3	12	12%	-11%	-17	4%	0%
COc1ccc(CC(NC(C)=O)C(=O)NC2CCN(C(=O)c3cc(OC)c(OC)c(OC)c3)CC2)cc1 (stereo unspecified)	0.1%	7%	2	0%	-9	-10	-10%	8%	1	-7%	1%
COC(=O)CC1C(=O)NC(C)=C1C(=O)OC (stereo unspecified)	-0.4%	.	9	0%	.	.	13%	?	.	15%	-1%
Cc1cccnc1NC(=O)CCNC(=O)c1ccc(Cl)cc1	-0.8%	-2%	1	-1%	-11	1	-2%	-1%	-6	4%	4%
Nc1c(NC2CCCCC2)c2ccccc2oc1=O	-0.3%	.	1	-1%	-15	-12	-3%	?	-10	-11%	1%
O=C(c1cn(-c2ccccc2)nc1-c1cccnc1)N1CCN(S(=O)(=O)c2ccccc2F)CC1	-0.2%	-8%	.	1%	5	-19	.	-2%	-17	12%	.
CCc1ccc(NC(=O)C2CCN(S(=O)(=O)c3ccc4[nH]c(=O)ccc4c3)CC2)cc1	0.2%	-7%	-1	0%	-1	-45	-1%	-7%	-10	-3%	.
CCOc1cc(C=O)ccc1OCc1cc(=O)n2cc(C)ccc2n1	-0.2%	3%	0	5%	-8	9	3%	14%	1	-1%	0%
Cn1cc(CN2CCC(C(=O)N3CCCCC3)CC2)c(-c2ccccc2F)n1	-1.1%	-4%	0	0%	-20	-5	-14%	-2%	16	-5%	-2%
CC1(C)C2CC=C(/C=N/NC(=O)c3ccccc3O)C1C2 (stereo unspecified)	-1.1%	-1%	2	-2%	-1	.	0%	?	30	-32%	0%
CC(C)(C)Cc1nnc(NC(=O)Cc2cccs2)s1	0.1%	0%	4	2%	-12	5	-10%	14%	-8	-2%	11%
C=CCn1cccc(C(=O)Nc2ccc(C)c(C)c2)c1=O	0.3%	2%	0	4%	-7	-15	.	4%	-3	0%	.
C#CCNC(=O)C1=C[C@H](c2ccc(C(F)(F)F)cc2)C[C@H](OCCCCO)O1	-0.2%	3%	-2	-2%	0	5	4%	9%	9	14%	-5%
CC(C)CNC(=O)[C@@H]1CSC2c3ccccc3C(=O)N21 (stereo partly specified)	-0.4%	2%	5	4%	-3	10	.	-2%	-23	-5%	-3%
COc1ccc(NC(=O)C(Cc2ccccc2)n2cccc2)c(OC)c1 (stereo unspecified)	-0.8%	-6%	-12	-2%	-9	2	0%	?	1	10%	.
Cc1cc(Br)c2c(c1)/C(=C/C(=O)c1cccs1)C(=O)N2	-0.4%	7%	-8	2%	-2	-2	1%	?	-1	4%	10%
O=C(N/N=C\c1cccs1)c1sccc1-n1cccc1	0.1%	2%	-14	6%	-17	10	11%	-12%	3	14%	1%
CCc1ccc(NC(=O)COc2coc(CN3CCN(c4ccccc4)CC3)cc2=O)cc1	0.0%	8%	.	-1%	3	-15	.	-4%	2	16%	.
